Peg3 promoter: Peg3 promoter-driven luciferase inhibitors, primary screen, cell-based, HeLa, luciferase luminescence; HeLa PEG-Prom luciferase reporter, overnight; inhibition, % at 20 µM; 360,000 compounds, 1.7% hits;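 active means inhibition of at least 50% at 20 µM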
PDI inh: inhibitors of human PDI, primary screen, biochemical, turbidity, single point, plate reader; Protein disulfide-isomerase (Homo sapiens), P07237; PDI insulin aggregation turbidity, A650, 90 min; inhibition, % at 10 µM; 350,000 compounds, 0.052% hits; AID 588391, 2011;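 active means mean inhibition across replicates of 30% or more, whatever share of single replicates reach that level; inconclusive means mean inhibition below 30% while every single replicate reaches 30%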;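 further: absorbance from insulin aggregation driven by PDI reduction with DTT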
Target sequence (P07237 whole entry, looked up): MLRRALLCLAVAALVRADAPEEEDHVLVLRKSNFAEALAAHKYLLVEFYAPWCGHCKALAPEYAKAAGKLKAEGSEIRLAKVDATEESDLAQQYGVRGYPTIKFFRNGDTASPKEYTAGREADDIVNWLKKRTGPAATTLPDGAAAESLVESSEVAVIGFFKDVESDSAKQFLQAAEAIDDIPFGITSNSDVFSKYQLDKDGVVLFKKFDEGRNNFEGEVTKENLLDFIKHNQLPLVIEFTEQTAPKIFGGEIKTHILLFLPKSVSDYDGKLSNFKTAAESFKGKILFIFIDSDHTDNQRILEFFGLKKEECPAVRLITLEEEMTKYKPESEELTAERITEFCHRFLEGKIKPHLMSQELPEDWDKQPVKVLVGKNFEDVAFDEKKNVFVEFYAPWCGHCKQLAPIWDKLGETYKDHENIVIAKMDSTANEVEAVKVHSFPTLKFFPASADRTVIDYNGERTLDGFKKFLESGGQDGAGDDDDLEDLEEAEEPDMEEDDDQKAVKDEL
NR2E3 ag-1: inhibitors of NR2E3-RetCOR corepressor binding, primary screen, NR2E3 agonist project, biochemical, TR-FRET, GST-NR2E3, biotin-RetCOR. Photoreceptor-specific nuclear receptor (Homo sapiens), Q9Y5X4. 1536-well. inhibition of corepressor binding, % at 4.78 µM. 320,000 compounds, 0.12% hits. AID 2300, 2010;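 active means percent inhibition above the cutoff of mean plus 3 SD of all tested compounds, set per screening campaign, cut at about 20% in these data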;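 further: 0% = DMSO wells and 100% = biotin wells as full block of FRET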
Target sequence (Q9Y5X4 whole entry, looked up): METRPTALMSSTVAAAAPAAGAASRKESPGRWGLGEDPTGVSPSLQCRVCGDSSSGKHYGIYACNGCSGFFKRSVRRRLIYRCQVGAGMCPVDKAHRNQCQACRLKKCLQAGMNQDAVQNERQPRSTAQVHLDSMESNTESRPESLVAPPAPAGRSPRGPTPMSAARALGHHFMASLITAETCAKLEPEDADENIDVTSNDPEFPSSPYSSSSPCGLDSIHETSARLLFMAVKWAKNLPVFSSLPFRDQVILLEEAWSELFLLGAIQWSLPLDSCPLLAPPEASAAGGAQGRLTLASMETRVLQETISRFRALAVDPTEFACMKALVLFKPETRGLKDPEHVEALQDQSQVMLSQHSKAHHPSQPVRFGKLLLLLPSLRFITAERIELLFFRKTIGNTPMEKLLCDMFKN
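Format: 1536-well format; test system: GST-NR2E3 and biotin-RetCOR proteins; read-out basis: percent inhibition of TR-FRET ratio; timing: 5 h incubation at 4 °C; detection: time-resolved FRET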
CF NFkB block: inhibitors of PAF-induced NF-kB signaling, primary screen, cell-based, GFP fluorescence, uHTS | KKLEB NF-kB-GFP reporter, GFP fluorescence overnight | AID 588850, 2011 | 360,000 compounds, 0.86% hits | inhibition, % at 5 µM;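 active means at least 50% inhibition at 5 µM, scaled per plate between neutral and stimulator controls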;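 further: PAF is a Pseudomonas aeruginosa culture filtrate used as stimulus; plate controls were PAF-stimulated DMSO wells for no effect and unstimulated DMSO wells for full effect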
KKLEB tox: cytotoxicity in KKLEB CF airway cells, primary screen, cytotoxicity control for CF NF-kB inhibitor project, cell-based, uHTS, fluorescence assay plates; KKLEB CF airway cells viability, ATPlite luminescence, overnight; hits give low values; cells stimulated with P. aeruginosa culture filtrate; activity change (cytotoxicity), % at 5 µM; 360,000 compounds, 0.36% hits; AID 602141, 2011;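 active means corrected activity change at or below -50% at 5 µM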
Vif inh: HIV Vif self-association inhibitors, primary screen, imaging, HEK293T, single point; HEK293T cells, Vif self-association by quenched fluorescence, 24 h; inhibition, % at 7.49 µM; 340,000 compounds, 0.35% hits; in the data active means inhibition above about 50%, passing the limit was not always enough; inconclusive means no clear call, values can overlap the other calls; inactive means below about 31%; further: some results filed as inactive read as strong as hits
Shn3 inh set2: reduction of Shn3 3'UTR firefly luciferase signal, primary screen, Schnurri-3 inhibitor project, cell-based, Clone20 osteoblasts, set 2. Clone20 osteoblast Shn3 3'UTR firefly luciferase, 24 h. inhibition, % at 12.5 µM. 360,000 compounds, 0.52% hits. AID 588674, 2011;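 active means mean inhibition of at least 75% with every replicate also reaching 75%; inconclusive means mean inhibition at least 75% but some replicate below; inactive means mean inhibition below 75%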;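 further: 0% = median of neutral control wells and 100% = pilot-screen positive control compound; some compounds past the cut are filed as inactive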
HIF-2a block: HIF-2a reporter inhibitors, primary screen, luminescence, 786-0 RCC cells. AID 624352, 2012. 786-0 RCC cells HIF-2a reporter, luciferase luminescence, overnight. inhibition, % at 18.8 µM. 360,000 compounds, 0.72% hits;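 active means inhibition of the luminescence signal of 40% or more relative to plate controls, in a single-dose primary screen at 18.75 µM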
CaV13 ICDI inh: Primary screen for inhibitors of IQ motif and Ca2+-dependent inactivation inhibitor domain binding in CACNA1D, Förster resonance energy transfer in living cells, … | 340,000 compounds, 0.098% hits | inhibition, % at 12.3 µM | HEK cells, CFP/YFP FRET ICDI-IQ, plate reader, 10 min; percent FRET-ratio fall versus neutral wells;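 active means mean replicate inhibition of at least 30% and at least 1% of replicates passing that level; inconclusive means only one of the two criteria is met; inactive means neither criterion is met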;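 further: 0% = median of the neutral control wells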
TRPM1 prom inh: inhibitors of MITF-dependent TRPM1 promoter reporter, primary screen, cell-based, SK-MEL-5, single point, luciferase. inhibition, % at 12.5 µM. SK-MEL-5 TRPM1 promoter luciferase, 24 h. 330,000 compounds, 0.83% hits;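 active means mean inhibition across replicates of 60% or more, whatever share of single replicates reaches that level; inconclusive means some that reach 60%, reason not given; inactive means mean inhibition across replicates below 60%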; further: values of inactives mirror those of a sister screen read the other way
NR2E3 ag-2: NR2E3 agonists in two-hybrid cells, primary screen, cell-based, luminescence, CHO-S, Gal4-NCOR/VP16-NR2E3. inhibition of corepressor binding, % at 3.98 µM. AID 602229, 2012. luciferase. 360,000 compounds, 0.35% hits;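 active means inhibition above the mean of all tested compounds plus 3 SD, cut at about 70% in these data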;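 further: 0% = DMSO with NR2E3 transfected cells and 100% = cells lacking NR2E3 construct; higher means lower luciferase signal from less NR2E3 corepressor binding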
* hit, by the source's call; ? = inconclusive; . = not tested or not shown.

SMILES	Peg3 promoter	PDI inh	NR2E3 ag-1	CF NFkB block	KKLEB tox	Vif inh	Shn3 inh set2	HIF-2a block	CaV13 ICDI inh	TRPM1 prom inh	NR2E3 ag-2
O=S(=O)(c1ccccc1)[C@@]1(c2ccc(Br)cc2)C[C@@H]2ON=C(c3cccc(Br)c3)[C@@H]2C1	12	-2	2	9	-3	-4	19	11	-5	-10	2
CC(=O)Nc1ccc2nc(SCC(=O)O)sc2c1	0	-1	1	-7	13	6	3	-5	.	-18	6
CC(C)c1ccc(/C=C/C(=O)NNC(=O)c2cccnc2)cc1	-18	-3	-4	-6	-4	1	-33	-20	.	-7	-27
COc1ccccc1CCNC(=O)CCn1c(=O)oc2ccccc21	4	.	-2	-3	9	-5	-8	2	5	7	-15
Cc1ccc(N2CN=c3s/c(=C\c4ccccn4)c(=O)n3C2)cc1	-256	-1	3	1	-1	-5	-93	-129	-6	-46	-27
Cc1ccc(-c2ccnc3nc(-n4cccc4)nn23)o1	-2	3	2	-51	12	9	-46	-13	-5	1	-13
COc1ccc(NC(=O)CSc2ccc(NC(C)=O)cc2)cc1S(=O)(=O)N1CCCCC1	24	-4	-1	-12	4	.	22	-1	-4	-12	1
Cc1ccc(/C=C/C(=O)c2ccccc(=O)c2O)c(C)c1	-78	6	4	-29	1	10	43	36	-18	0	20
Cc1ccc(S(=O)(=O)CCC(=O)N2CCc3ccccc32)cc1	-30	10	0	6	4	-6	12	-42	.	3	-42
Cc1cc(NCCCn2ccnc2)n2nc(C)c(-c3ccc(Cl)cc3)c2n1	44	4	4	6	-14	.	-10	-21	-6	-3	8
Oc1ccc(C[C@H]2CNCCN2CCc2cccc(F)c2)cc1	-14	15	3	10	7	-2	-16	16	-11	-12	-6
Cc1ccc(CN2C(=O)C3CCCN3c3ncccc32)cc1 (configuration not stated)	28	3	1	10	-6	0	49	30	-4	9	-24
CCCS(=O)(=O)N1CCN(C2CCC(C)CC2)CC1 (configuration not stated)	1	-3	-1	-14	19	1	-4	4	-7	-1	-15
Cc1cc(C)cc(NC(=O)C2CCN(c3nc(C)cc(C)n3)CC2)c1	14	-2	2	-8	-3	-9	5	11	-6	2	11
COc1ccc(Nc2nc(-c3ccc4c(c3)NC(=O)CO4)cs2)cc1	-34	-4	2	-23	6	-13	-5	-22	-5	-14	2
C/C(=N\NC(N)=S)c1cc(-c2ccccc2)c(-c2ccccc2)s1	20	-5	1	-14	20	-2	7	-21	-6	-4	36
Cc1ccc(/C=N/NC(=S)N2CCOCC2)cc1	-133	3	-1	-3	5	-4	-41	-145	-5	-21	-93
CCOC(=O)c1ccccc1NC(=S)N1CC(C)CC(C)C1 (configuration not stated)	14	-5	1	3	-3	-7	18	10	-3	-1	16
COC(=O)CCC(=O)OC1(C)C(=O)C2=CN(Cc3ccc(OC)cc3)C(c3ccc(OC)cc3)=CC2=C(Br)C1=O (configuration not stated)	-41	0	2	26	-13	.	-15	-33	-10	-25	-42
Cc1ccc2nc(-c3cccc(NC(=O)c4ccc5c(c4)OCCO5)c3)oc2c1	-154	0	0	-38	17	0	-54	-162	-5	-18	-233
Cc1cccc(-c2ccc(C=Nc3c(C)n(C)n(-c4ccccc4)c3=O)o2)c1	-12	-8	-1	-16	-2	-7	-1	-2	.	8	-21
CC1CCN(CC(=O)Nc2cccc(Cl)c2)CC1	-2	7	1	5	-1	5	-12	-18	-7	-7	1
O=C(CN1CCc2ccccc21)Nc1ccc2c(c1)OCCCO2	-156	2	3	9	-11	7	-24	-128	-15	.	-42
CC(C)(C)N=C1NN=C(c2ccc(S(=O)(=O)N3CCCCC3)cc2)CS1	-6	-4	1	-18	-3	-13	42	-2	-15	-14	-3
COC(=O)c1c(NC(=O)CCCC(=O)O)sc(C)c1C	14	2	4	-4	-2	-9	9	13	-5	6	-13

New compounds follow:
SMILES	Peg3 promoter	PDI inh	NR2E3 ag-1	CF NFkB block	KKLEB tox	Vif inh	Shn3 inh set2	HIF-2a block	CaV13 ICDI inh	TRPM1 prom inh	NR2E3 ag-2
O=C(O)CC1C(=O)NCCN1C/C=C/c1ccccc1 (configuration not stated)	-4	0	3	-15	-4	.	2	4	-6	.	-25
COc1ccc(S(=O)(=O)N2CCN(C(=O)c3ccc4ccccc4n3)CC2)cc1	-14	-3	0	9	8	-3	-14	-44	-7	-3	-19
Cc1ccc(C2NC(=O)NC(O)(C(F)(F)F)C2C(=O)c2ccccc2)o1 (configuration not stated)	2	-7	0	0	-2	8	3	2	-9	13	6
CCC(C(=O)NC1CCCCC1)n1nc(C)c2c(C)n(-c3ccccc3)nc2c1=O (configuration not stated)	10	-7	-1	-6	4	5	10	7	-3	21	-1
CCOC(=O)C1=C(C(=O)OCC)N(CC)CCC1=O	-4	5	.	-1	4	5	-18	6	-3	-8	-4
CCCCN1CC(O)=C(c2nc3ccccc3s2)C1=N	-199	7	-2	-19	11	-1	-9	-214	-4	-68	-59
CC(C)(C)c1ccc(S(=O)(=O)n2c(CN3CCOCC3)nc3ccccc32)cc1	3	9	2	6	-6	-3	-2	11	-4	6	0
CC(C)[C@H](NC(=O)c1ccccc1F)C(=O)NCCc1ccccc1	19	1	3	-2	-3	2	23	-1	-7	0	-16
COc1cc(NC(=O)CCc2nnc3ccc(N4CCOCC4)nn23)cc(OC)c1OC	-2	-5	-3	-14	10	-5	-1	2	-2	3	-14
COc1ccc(N2C(=O)CC(N3CCN(C4CCc5ccccc5C4)CC3)C2=O)cc1 (configuration not stated)	14	-3	-2	-10	8	2	-15	17	-8	-3	0
CCCCNc1c(-c2ccc(-c3ccc(C(C)=O)cc3)c(OC)c2)nc2cnccn12	17	-3	2	-10	-2	-2	22	-19	.	-3	-43
CC(OC(=O)C1=NN(c2ccccc2)C(=O)CC1)C(=O)NC1CCCCC1C (configuration not stated)	4	-10	2	1	3	.	-22	10	-5	-3	14
CCN(Cc1ccc(OC)c(F)c1)C(=O)C1CCCO1 (configuration not stated)	20	5	2	12	1	11	6	3	-6	4	-26
CCc1noc(C)c1C(=O)N1CCN(S(=O)(=O)c2cc(C)ccc2C)CC1	2	1	5	-4	-12	.	-4	14	-5	-8	-6
COc1cccc(C(c2sc3nc(C)nn3c2O)N2CCN(c3ccccc3F)CC2)c1 (configuration not stated)	13	.	1	-10	17	-2	2	14	.	1	-14
CCOC(=O)/C(=N\Nc1ccccc1Cl)N1CC(C)OC(C)C1 (configuration not stated)	9	2	0	1	-4	6	9	11	-6	4	0
COc1ccc(C2=NOC(C(=O)Nc3cccnc3)C2)cc1 (configuration not stated)	4	-2	3	-17	-11	-3	6	21	.	2	13
CC(=O)Nc1ccc(NC(=O)C(C)OC(=O)[C@@H]2CCCN2C(=O)c2cccs2)cc1 (some centres not stated)	-2	1	.	-8	-5	14	21	8	-5	7	-7
O=C(NC1CC1)C1=C[C@@H](c2ccc3c(c2)OCO3)C[C@@H](OCCCCO)O1	-22	-6	0	-10	-17	-3	-19	-16	-10	5	-22
CCOC(=O)C1CCN(C(=O)c2ccccc2NS(=O)(=O)c2cc(C)ccc2C)CC1	2	1	-4	9	2	5	-3	13	-19	11	-1
c1ccc(-c2csc(NC3=NCCCCC3)n2)cc1	3	?	-3	4	3	6	-15	-3	-14	-2	-23
O=C(CCSc1ccccc1)Nc1ncccn1	-9	7	2	4	-4	2	-19	-44	-7	1	-22
OC(c1nnc(-c2ccccc2)o1)c1cccs1 (configuration not stated)	-149	-6	3	-1	-1	4	-23	-215	3	-54	-42
CCOc1cc(/C=C2\C(=O)N(c3ccc(C(N)=O)cc3)N=C2C)ccc1OC(=O)c1cccs1	34	-18	12	0	-4	24	16	36	.	17	6
CC(C)CN(C(=O)C1CCC1)c1c(N)n(Cc2ccccc2)c(=O)[nH]c1=O	-11	0	.	7	1	13	1	2	-5	.	12

Carrying on:
SMILES	Peg3 promoter	PDI inh	NR2E3 ag-1	CF NFkB block	KKLEB tox	Vif inh	Shn3 inh set2	HIF-2a block	CaV13 ICDI inh	TRPM1 prom inh	NR2E3 ag-2
COC(=O)c1ccccc1NC(=O)C1CC(c2ccccc2O)=NO1 (configuration not stated)	12	-9	1	4	-16	.	-1	-2	-4	6	16
CCOC(=O)CNC(=O)c1sc(NC(=O)/C=C/c2ccccc2)nc1C	-8	2	-22	-16	1	3	-6	6	-14	6	-19
COC(=O)[C@]1(Cc2ccccc2)N[C@H](CN(C)C(=O)c2ccccc2)[C@@H]2C(=O)N(Cc3ccccc3)C(=O)[C@@H]21	10	-28	.	20	-2	1	-15	6	-5	2	16
C[C@]12c3[nH]c4ccccc4c3CCN1C(=O)C(CC(=O)NCCc1ccccn1)C[C@@H]2C(=O)N1CCOCC1 (some centres not stated)	-10	1	.	-5	-2	.	11	3	-7	1	-26
CC(Sc1ccccc1)C(=O)N(CCC#N)Cc1cccnc1 (configuration not stated)	-3	3	5	2	1	2	-1	12	-6	3	-47
COc1ccc(NS(=O)(=O)c2cccc3nsnc23)cc1OC	23	-7	7	11	7	2	12	-4	-7	1	6
CCOC(=O)C1(CCCc2ccccc2)CCN(C(=O)CCc2cnccn2)CC1	-4	-8	0	11	-4	0	-11	-16	2	-6	-12
C/C(=N/NC(=O)CN1CCN(Cc2ccccc2Cl)CC1)c1cccnc1	3	-2	4	6	-3	10	-10	14	-4	11	-14
C/C(=N\NC(=O)c1ccc(CSc2nncn2C)cc1)c1ccc(Cl)cc1	-14	8	0	3	-6	1	0	-4	-2	-13	3
Cc1ccc(/C=N/c2sc3c(c2C(N)=O)CCCC3)o1	-65	-1	2	-7	34	?	-20	-158	0	-21	-5
CCOc1ccc(C(=S)NC2CCCCC2)cc1OC	1	9	-1	11	0	-6	11	-41	-7	4	-6

As entered above:
CC(Sc1ccccc1)C(=O)N(CCC#N)Cc1cccnc1 (configuration not stated) @ CaV13 ICDI inh = -6
COC(=O)[C@]1(Cc2ccccc2)N[C@H](CN(C)C(=O)c2ccccc2)[C@@H]2C(=O)N(Cc3ccccc3)C(=O)[C@@H]21 @ CF NFkB block = 20

From PubChem
